# Assay outcomes from PubChem.
# IDE act – activators of human insulin-degrading enzyme in cells. activation, % at 5.96 µM. HEK cells, FAbeta-B cleavage, fluorescence polarization; 0% vehicle, 100% cell-free pure enzyme wells. actives 0.073% (n = 340,000). P14735;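 active = activation above the mean of all tested compounds plus 3 SD, set per screening campaign, cut at about 17% in these data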
# IMP-1 inh – blocks Pseudomonas aeruginosa IMP-1 metallo-beta-lactamase; purified IMP-1, nitrocefin hydrolysis, epi-absorbance fluorescence; inhibition, % at 5.6 µM; actives 0.45% (n = 290,000); AID 1556;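 active = inhibition above the mean plus 3 SD of all compounds in the same screening run, cut at about 4.5% in these data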;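 note: 0% = IMP-1 with DMSO and 100% = DMSO wells lacking enzyme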
#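 System: purified IMP-1; amount: IMP-1 0.2 nM before substrate addition; compound: single dose, 5.6 µM; times: 25 °C, 15 min preincubation, 25 min reaction; signal: Epi-absorbance via hydrolysed-nitrocefin quenching of white-plate fluorescence, 480/530 nm, EDTA stop; benchmarks: DMSO with and without IMP-1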
# p-CIP stab down – p/CIP protein destabilization; decrease of EGFP signal, % at 10 µM; F442A p/CIP-EGFP cells, EGFP fluorescence, 16 h; actives 0.01% (n = 290,000);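 active = EGFP signal decrease of at least 30% at 10 µM or well 3 SD below plate mean, unless failing retest; inactive = the rest, including hits failing retest or dose response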; note: some compounds called inactive have numbers as strong as hits; many of its hits are not listed in these tables
# UBC9 SUMO inh – SUMOylation inhibition; AID 2006; inhibition, % at 35 µM; actives 0.36% (n = 290,000); HTRF SUMOylation assay, SAE1/SAE2 + UBC9, in vitro; in the data active = inhibition above about 50%, passing the limit was not always enough; note: strong numbers were not always called active
# Target sequence (P63279 whole entry, looked up): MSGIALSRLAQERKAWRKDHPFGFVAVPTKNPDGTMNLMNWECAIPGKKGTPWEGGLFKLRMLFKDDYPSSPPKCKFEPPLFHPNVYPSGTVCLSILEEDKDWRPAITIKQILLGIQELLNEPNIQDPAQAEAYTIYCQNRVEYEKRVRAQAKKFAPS
# FID counter – counter-screen for HCV NS3 helicase inhibitors: DNA intercalator displacement | actives 0.17% (n = 290,000) | AID 1845 | inhibition, % at 7.9 µM | DNA fluorescent intercalator displacement, fluorescence; in the data active = inhibition above about 37%;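 note: 0% = vehicle and 100% = reference compound; higher means more ethidium bromide displaced from hairpin DNA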
# PHOSPHO1 inh – inhibitors of human PHOSPHO1 phosphatase; Q8TCT1; recombinant PHOSPHO1, absorbance phosphatase assay; inhibition, % at 13.3 µM; actives 1.1% (n = 290,000); AID 1565; in the data active = inhibition above about 60%
# Target sequence (Q8TCT1 whole entry, looked up): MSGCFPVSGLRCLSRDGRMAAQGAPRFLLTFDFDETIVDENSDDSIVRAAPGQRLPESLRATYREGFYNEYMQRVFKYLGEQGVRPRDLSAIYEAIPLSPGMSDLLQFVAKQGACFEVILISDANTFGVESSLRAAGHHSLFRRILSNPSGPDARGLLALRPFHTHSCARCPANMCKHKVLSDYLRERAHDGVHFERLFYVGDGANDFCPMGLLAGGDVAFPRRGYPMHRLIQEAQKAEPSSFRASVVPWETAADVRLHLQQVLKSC
# MEKK3 PB1 HTS – modulators (inhibitors or enhancers) of MEK5 binding to human MEKK3 PB1 domain. bead-based flow cytometry, Alexa488-MEK5 binding to MEKK3; actives lie on both sides; 0 = blocked by unlabeled MEK5, 100 = vehicle. actives 1.4% (n = 290,000). Q99759. binding response (% of control), % at 10 µM;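 active = binding response more than 3 SD above or below the average of its plate-row segment, actives on both sides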;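 note: Alexa488 bead fluorescence after subtracting the streptavidin-only scavenger bead signal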
# Target sequence (Q99759 whole entry, looked up, the tested form may be a part): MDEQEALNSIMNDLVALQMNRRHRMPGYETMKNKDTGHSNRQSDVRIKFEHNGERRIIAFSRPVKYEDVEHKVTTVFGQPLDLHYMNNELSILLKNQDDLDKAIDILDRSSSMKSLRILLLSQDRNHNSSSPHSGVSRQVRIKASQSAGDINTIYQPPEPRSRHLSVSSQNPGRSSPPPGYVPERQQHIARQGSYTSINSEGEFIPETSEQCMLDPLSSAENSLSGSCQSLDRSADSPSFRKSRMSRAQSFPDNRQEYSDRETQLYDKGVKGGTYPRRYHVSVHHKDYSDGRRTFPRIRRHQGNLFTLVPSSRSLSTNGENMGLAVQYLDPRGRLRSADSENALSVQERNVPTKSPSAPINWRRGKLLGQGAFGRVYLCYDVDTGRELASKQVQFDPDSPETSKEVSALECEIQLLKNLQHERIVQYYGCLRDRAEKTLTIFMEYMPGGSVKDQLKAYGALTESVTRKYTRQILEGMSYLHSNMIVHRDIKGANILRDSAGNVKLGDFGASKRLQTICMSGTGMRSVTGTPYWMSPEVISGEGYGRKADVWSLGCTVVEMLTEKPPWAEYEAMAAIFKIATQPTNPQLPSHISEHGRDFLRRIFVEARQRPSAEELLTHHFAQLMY
# NS3 helicase inh – inhibitors of Hepatitis C virus NS3 helicase; actives 0.56% (n = 290,000); inhibition, % at 10.9 µM; NS3 helicase DNA unwinding, Cy5 molecular beacon fluorescence;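 active = inhibition above the mean of all tested compounds plus 3 SD, set per campaign, cut at about 35% in these data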;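 note: 0% = DMSO wells and 100% = thioflavine S control wells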
#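 assay system = NS3 helicase fragment of HCV | buffer or medium = MOPS pH 6.5, MgCl2, DTT, Tween20, BSA | timing = 60 min unwinding reaction at 25 °C after ATP addition | signal = Cy5 beacon fluorescence read at start and 1 h | read-out basis = % inhibition of unwinding | control set = low DMSO, high thioflavine S at 110 µM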
# VIM-2 inh – inhibitors of Pseudomonas aeruginosa VIM-2 metallo-beta-lactamase; purified VIM-2, nitrocefin hydrolysis, epi-absorbance fluorescence; inhibition, % at 5.6 µM; actives 0.89% (n = 290,000); AID 1527;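 active = inhibition above the mean of all tested compounds plus 3 SD, cutoff set per screening run, cut at about 7.5% in these data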;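 note: red hydrolysis product quenches plate fluorescence so inhibitors raise well fluorescence; 0% = enzyme with DMSO and 100% = DMSO without enzyme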
# Starred values were filed as active, the others as inactive; · = not tested or not shown. Not all compounds are listed. The share of hits here may be higher or lower than overall.
SMILES,IDE act,IMP-1 inh,p-CIP stab down,UBC9 SUMO inh,FID counter,PHOSPHO1 inh,MEKK3 PB1 HTS,NS3 helicase inh,VIM-2 inh
O=C(NC1CCCCC1)C(c1ccco1)N(Cc1ccco1)C(=O)c1ccco1 (configuration not stated),-4,-2.1,-4,14,-19,7,97,-5,-3.7
Cc1ccc2c(Cl)c(C(=O)Nc3ccc4c(c3)OCO4)sc2c1,0,-3.9,3,25,-5,16,112,-1,-3.1
O=C(O)c1ccccc1NS(=O)(=O)c1ccc2c(c1)OCCO2,-1,-1.5,7,-4,-18,4,102,8,-1.5
Cc1ccc(O)c(C(=O)c2cnc3c(c2)c(C)nn3C)c1,1,0.6,2,-10,-20,18,95,-1,4.6
COc1ccc(C(CNc2ccc(S(=O)(=O)N3CCCC3)cc2[N+](=O)[O-])N2CCCC2)cc1 (configuration not stated),0,-0.2,7,-4,18,-10,86,-27,-0.8
Cc1cccc(N(C)S(=O)(=O)c2c(C)[nH]c(C)c2C(=O)N2CCCC2)c1,1,-1.7,-15,0,-11,20,98,7,-0.8
COc1cc(O)oc1C=Nc1ccc(Cl)cc1Cl,6,-4.1,-15,24,2,41,97,1,-2.6
N#CCCNCC1(c2ccccc2)CCCC1,4,-0.7,1,-8,3,13,94,-9,-1.9
Cc1ccc(C(=O)Nc2ccccc2)cc1S(=O)(=O)N1CCN(C)CC1,5,-1.8,2,6,14,-172,99,-3,-2.0
CC(=O)Nc1sc(/C(C#N)=C\c2cccc(Cl)c2)nc1-c1ccc(C)cc1,-8,-3.2,-133,31,-2,8,107,-1,-2.2
CC1(C)Cc2nc(-c3ccccc3)nc(NNC(=O)c3ccco3)c2CO1,5,-3.6,4,15,-11,16,106,6,-3.3
Cc1cc(N/N=C\c2ccccc2)nc(-c2ccccc2O)n1,4,-3.3,0,19,-1,-44,98,-1,-4.8
O=C(NCc1ccncc1)Nc1ccc(Cl)cc1Cl,1,-4.1,-18,16,1,8,105,3,-1.8
COc1ccc(-c2nc(N)sc2C2(O)C(=O)Nc3c(Br)cc(F)cc32)cc1OC (configuration not stated),2,-0.7,-3,-2,-2,40,89,18,-0.6
COc1ccc(N2C(=O)CC(Sc3n[nH]c(-c4cccc(C)c4)n3)C2=O)cc1 (configuration not stated),·,-0.8,6,4,-23,20,73,15,-0.5
S=C(NCCc1ccccc1)N/N=C/c1c(Cl)cccc1Cl,-1,-1.4,7,-21,-6,1,106,3,-3.0
CCCCn1cnc2sc(-c3ccccc3)cc2c1=O,-1,-1.6,-11,6,-16,28,111,6,-1.1
COc1ccccc1NC(=O)CN1CCN(CC(=O)Nc2ccc(S(N)(=O)=O)cc2)CC1,3,-1.3,-4,4,-18,33,106,-6,-2.2
COc1ccc(OCc2csc(N)n2)cc1,-2,-2.3,-1,15,-2,-1,107,-2,-4.0
COc1ccccc1N(CC(O)Cn1c2ccccc2c2ccccc21)S(=O)(=O)c1ccccc1 (configuration not stated),-1,-1.7,-8,8,-13,-31,100,-7,0.0
CC1(C)NC(=O)N(CCCCOc2ccc3c(c2)CCC3)C1=O,-1,-1.8,-1,4,-19,-11,98,3,-2.2
Cc1occc1-c1nnc(SCC(=O)NCc2ccco2)n1CC(C)C,3,-2.8,-7,30,-21,3,101,15,-0.1
CC(C)(c1ccccc1)c1ccc(OCCn2cnc3ccccc3c2=O)cc1,1,4.3,-5,-33,-12,-5,106,-8,-1.4
CCOc1ccc(N2C(=O)CC(Cc3ccccc3OC)C2=O)cc1 (configuration not stated),4,-1.5,2,8,-22,40,108,1,-1.4
Cc1c(Cl)cccc1Nc1nc(N)nc(CSC(=S)N2CCOCC2)n1,-1,-1.6,4,-4,-2,-12,99,5,-1.6
CC(=O)Nc1cc2c(cc1C(=O)c1ccc(C)cc1)OCCO2,2,-1.5,33,4,-10,-84,104,-2,-1.2
O=C(O)COc1ccccc1/C=N/NC(=O)CN1CCN(Cc2ccc(Cl)cc2)CC1,6,-4.5,-7,-1,-25,-117,105,-1,-3.9
Cn1cnnc1Sc1ccc(CN2CCN(C3CCCC3)C(CCO)C2)o1 (configuration not stated),3,0.4,4,3,0,52,101,9,3.5
O=C(O)COc1cccc2nsnc12,7,-1.7,-10,31,0,9,105,-4,-5.0
Cc1ccc(NC(=O)CSCC(=O)N2CCN(Cc3ccc4c(c3)OCO4)CC2)cc1,-1,-2.2,-10,0,-20,30,99,-5,-5.9
Cn1cc(CC(=O)NCCN2CCOCC2)c2ccccc21,6,-1.3,-2,-5,-4,-1,105,8,-2.2
N#CSCC(=O)c1cccc2ccccc12,1,-0.7,6,-2,-4,-4,101,7,-3.1
CCCc1cc(=O)[nH]c(SCC(=O)c2cc(C)n(CC(F)(F)F)c2C)n1,6,-3.1,-6,3,-29,32,106,5,-3.3
Nc1ccc(Br)c2c1C(=O)c1ccccc1C2=O,·,-2.8,11,-44,19,18,95,-1,10*
CC(=O)Nc1ccc(Nc2nnc(-c3ccc(C)c(S(=O)(=O)NCCO)c3)c3ccccc23)cc1,3,-3.3,-3,4,-37,29,104,8,0.9
O=C(NNc1c2ccccc2nc2ccccc12)c1ccccc1Cl,1,-6.1,-26,22,14,19,106,5,-3.1
COC(=O)c1ccc2c(=O)n3c(nc2c1)SCC(c1ccccc1)=N3,9,-2.9,-17,12,-3,22,107,2,-4.2
N/C(=N\OC(=O)c1cccs1)c1ccc(Cl)cc1,·,-3.7,-4,8,-7,42,110,17,-3.3
Cn1nc(-c2ccccc2F)c2cc(C(=O)N3CCN(C(=O)c4ccco4)CC3)sc21,-4,-1.1,·,·,-37,·,98,-13,1.2
Cc1ccc(N(C(=O)c2ccc(S(=O)(=O)N3CCOCC3)cc2)C2C=CS(=O)(=O)C2)cc1 (configuration not stated),6,-2.8,4,5,-30,-8,101,9,-4.1
CCc1ccc(-c2cc(C)no2)cc1S(=O)(=O)N1CCCN(Cc2ccc(F)cc2)C1,4,-1.6,-7,-4,-8,18,102,-54,-4.3
COC(=O)c1ccc(CN(c2ccccc2Cl)S(C)(=O)=O)cc1,3,-2.5,-2,-10,-15,15,103,-4,-1.8
COc1ccc2nc3cc(Cl)ccc3c(C#N)c2c1,2,-2.9,-5,13,0,20,92,-3,-0.7
OCCC1CN(Cc2ccccn2)CCN1C1CCCC1 (configuration not stated),-2,-3.1,1,21,-4,32,98,1,-3.3
O=C(CN1CCN(Cc2ccc(F)cc2Cl)C1=O)NCCc1ccccc1,-5,-3.8,2,2,-25,5,108,-7,1.2
CNC(=S)N1N=C(c2ccccc2)CC1c1ccccc1Cl (configuration not stated),3,0.6,0,-16,0,-24,99,-1,2.1
O=C(NC(=O)N1CCN(C(c2ccccc2)c2ccccc2)CC1)c1ccccc1,2,-1.8,1,-20,-7,44,107,-3,-2.6
C/C(=N/NC(=O)c1ccccn1)c1ccco1,4,-3.2,-8,15,-3,34,108,-9,-3.2
COc1ccc(CNCC(O)(c2ccccc2)c2ccccc2)cc1OC,9,-3.5,5,-6,3,4,108,-11,-2.7
C=CCn1c(SCn2nnc3ccccc3c2=O)nnc1C1CCCCC1,4,-2.2,4,12,-21,4,95,0,-1.0
Cc1ccc(N2C(=O)C3C4C=CC(CC4)C3C2=O)cc1Br (configuration not stated),3,3.7,12,0,-6,13,98,-8,0.0
COc1cc(C(=O)NC(=S)Nc2csc(-c3ccc(F)cc3)n2)cc(OC)c1OC,2,-2.5,12,2,-2,0,105,-1,-1.9
COc1ccc(-c2csc(NC(=O)c3ccc(S(=O)(=O)N4CCc5ccccc5C4)cc3)n2)cc1,-1,-1.8,-5,1,-7,-10,103,0,-1.7
Cc1cccc(OCC(=O)Nc2ccc3c(c2)nc2n3CCOC2)c1,-3,-3.0,-8,17,-25,38,102,4,-1.6
COc1ccc(C(=O)CNc2ccccc2Br)cc1,2,-1.0,-4,13,-4,35,107,-9,1.6
CC(C)C(NC(=O)c1ccccc1NC(=O)c1ccccc1)C(=O)NNC(=O)c1ccncc1 (configuration not stated),9,-2.4,1,2,-33,18,100,-3,-3.7
O=C(c1ccccc1)c1ccc2c(c1)OCCCO2,6,1.1,-5,0,-11,33,97,0,1.1
CC(=O)c1cccc(Nc2c3c(nc4ccccc24)CCC3)c1,3,-1.0,-3,23,7,-3,102,-6,10*
CCN1CCCC1CN(Cc1cc2cc(C)cc(C)c2[nH]c1=O)C(=O)Nc1ccccc1OC (configuration not stated),·,·,-1,7,·,11,104,·,·
CCCc1nnc(SCC(=O)N2CCCCC2C)n1CC (configuration not stated),-4,-1.0,-4,18,-3,38,86,2,-3.2
c1ccc(-c2ccccc2OCCN2CCCCC2)cc1,1,1.8,0,-4,8,-10,89,-13,-1.4

# Another view of part of the listing above:
# Screens in order – IDE act	IMP-1 inh	p-CIP stab down	UBC9 SUMO inh	FID counter	PHOSPHO1 inh	MEKK3 PB1 HTS	NS3 helicase inh	VIM-2 inh
> COc1ccc(CNCC(O)(c2ccccc2)c2ccccc2)cc1OC
 : 9	-3.5	5	-6	3	4	108	-11	-2.7
> C=CCn1c(SCn2nnc3ccccc3c2=O)nnc1C1CCCCC1
 : 4	-2.2	4	12	-21	4	95	0	-1.0

# Twelve entries already listed, sorted by molar mass, falling:
SMILES,IDE act,IMP-1 inh,p-CIP stab down,UBC9 SUMO inh,FID counter,PHOSPHO1 inh,MEKK3 PB1 HTS,NS3 helicase inh,VIM-2 inh
COc1ccc(-c2csc(NC(=O)c3ccc(S(=O)(=O)N4CCc5ccccc5C4)cc3)n2)cc1,-1,-1.8,-5,1,-7,-10,103,0,-1.7
CCN1CCCC1CN(Cc1cc2cc(C)cc(C)c2[nH]c1=O)C(=O)Nc1ccccc1OC (configuration not stated),·,·,-1,7,·,11,104,·,·
COc1cc(C(=O)NC(=S)Nc2csc(-c3ccc(F)cc3)n2)cc(OC)c1OC,2,-2.5,12,2,-2,0,105,-1,-1.9
CCc1ccc(-c2cc(C)no2)cc1S(=O)(=O)N1CCCN(Cc2ccc(F)cc2)C1,4,-1.6,-7,-4,-8,18,102,-54,-4.3
Cc1ccc(N2C(=O)C3C4C=CC(CC4)C3C2=O)cc1Br (configuration not stated),3,3.7,12,0,-6,13,98,-8,0.0
CNC(=S)N1N=C(c2ccccc2)CC1c1ccccc1Cl (configuration not stated),3,0.6,0,-16,0,-24,99,-1,2.1
COc1ccc(C(=O)CNc2ccccc2Br)cc1,2,-1.0,-4,13,-4,35,107,-9,1.6
OCCC1CN(Cc2ccccn2)CCN1C1CCCC1 (configuration not stated),-2,-3.1,1,21,-4,32,98,1,-3.3
c1ccc(-c2ccccc2OCCN2CCCCC2)cc1,1,1.8,0,-4,8,-10,89,-13,-1.4
COc1ccc2nc3cc(Cl)ccc3c(C#N)c2c1,2,-2.9,-5,13,0,20,92,-3,-0.7
O=C(c1ccccc1)c1ccc2c(c1)OCCCO2,6,1.1,-5,0,-11,33,97,0,1.1
C/C(=N/NC(=O)c1ccccn1)c1ccco1,4,-3.2,-8,15,-3,34,108,-9,-3.2
